# 3CLpro inhibitor = SARS-CoV 3CLpro protease inhibition; inhibition, % at 6 µM; actives 0.14% (n = 290,000); recombinant SARS-CoV 3CLpro, quenched FRET peptide cleavage; P0C6X7; in the data active = inhibition above about 12%
# VHR inh abs = DUSP3 (human) phosphatase inhibition; recombinant VHR phosphatase, pNPP absorbance; AID 1654; actives 0.52% (n = 290,000); P51452; inhibition, % at 13.3 µM; in the data active = inhibition above about 50%; note: some compounds called inactive have numbers as strong as hits
# Anthrax LF inh2 = blocks Bacillus anthracis lethal factor protease; P15917; multiplex microsphere protease cleavage assay, LF; inhibition, % at 10 µM; actives 0.12% (n = 360,000); AID 588501; note: plate controls were buffer without enzyme for full effect and enzyme alone for no effect
# Target sequence (P15917 whole entry, looked up): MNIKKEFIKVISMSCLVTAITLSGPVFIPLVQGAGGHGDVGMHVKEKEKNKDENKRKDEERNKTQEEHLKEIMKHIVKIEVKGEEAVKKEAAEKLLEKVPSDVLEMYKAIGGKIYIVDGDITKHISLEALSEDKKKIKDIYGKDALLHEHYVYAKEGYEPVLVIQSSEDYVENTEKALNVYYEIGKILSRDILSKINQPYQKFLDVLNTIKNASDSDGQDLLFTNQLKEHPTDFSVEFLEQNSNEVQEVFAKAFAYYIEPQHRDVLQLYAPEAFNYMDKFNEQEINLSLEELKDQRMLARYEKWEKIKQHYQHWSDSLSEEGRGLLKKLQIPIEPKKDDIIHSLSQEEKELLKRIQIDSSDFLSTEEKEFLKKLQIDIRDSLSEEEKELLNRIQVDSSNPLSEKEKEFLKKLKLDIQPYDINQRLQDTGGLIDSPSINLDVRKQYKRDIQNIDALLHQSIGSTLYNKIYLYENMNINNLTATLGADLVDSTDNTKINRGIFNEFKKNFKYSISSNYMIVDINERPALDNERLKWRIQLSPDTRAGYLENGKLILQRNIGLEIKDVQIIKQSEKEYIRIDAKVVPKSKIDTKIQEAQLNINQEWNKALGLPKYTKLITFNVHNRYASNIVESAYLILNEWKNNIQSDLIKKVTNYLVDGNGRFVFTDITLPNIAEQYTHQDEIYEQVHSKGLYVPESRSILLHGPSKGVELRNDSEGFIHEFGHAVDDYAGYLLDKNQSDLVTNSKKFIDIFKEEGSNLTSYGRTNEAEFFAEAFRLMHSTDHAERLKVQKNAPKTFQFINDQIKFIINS
# BoNT-F LC inh = inhibitors of Botulinum neurotoxin F light chain protease; inhibition, % at 10 µM; Multiplex microsphere protease cleavage assay, flow cytometry; actives 0.22% (n = 360,000); in the data active = inhibition above about 35%, passing the limit was not always enough; inconclusive = no clear call, values can overlap the other calls; note: plate controls were buffer without enzyme for full effect and enzyme alone for no effect
# PrPC surface inh = cell surface PrPC inhibition, primary TR-FRET screen. actives 0.43% (n = 370,000). P04156. TR-FRET read-out. inhibition, % at 13.8 µM; in the data active = inhibition above about 24%; note: 0% = median of the test wells and 100% = reference compound wells
# SSB-PriA inh = K. pneumoniae PriA-SSBct interaction inhibition; AlphaScreen SSBct-PriA binding, biotinylated peptide; inhibition, % at 33 µM; actives 0.6% (n = 430,000); AID 1272365; in the data active = inhibition mostly above about 37%, no sharp cut-off; inactive = mostly below about 20%;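 note: plate controls were negative control peptide for no effect and reference peptide for full effect; strong numbers were not always called active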
# Rv3671c inh = inhibitors of M. tuberculosis serine protease Rv3671c | P9WHR9 | inhibition, % at 5.96 µM | actives 0.048% (n = 320,000); in the data active = inhibition above about 38%;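 note: extracellular domain of Rv3671c used as enzyme; 0% = enzyme with DMSO and 100% = no enzyme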
# BoNT-A LC inh2 = inhibitors of Botulinum neurotoxin A light chain protease; multiplex microsphere protease substrate cleavage, flow cytometry; inhibition, % at 10 µM; actives 0.17% (n = 360,000); AID 588499; note: plate controls were buffer without enzyme for full effect and enzyme alone for no effect
# MazF activator = activators of E. coli MazEF toxin-antitoxin RNase | P0AE70 | activation, % at 20 µM | AID 504720 | actives 0.32% (n = 350,000) | FAM/BHQ RNA-DNA oligo cleavage fluorescence, 5 h; in the data active = activation above about 50%
# Target sequence (P0AE70 whole entry, looked up): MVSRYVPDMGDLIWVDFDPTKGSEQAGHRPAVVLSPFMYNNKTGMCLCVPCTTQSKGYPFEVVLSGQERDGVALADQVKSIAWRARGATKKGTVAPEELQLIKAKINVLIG
# CCHF vOTU inh = blocks the CCHF virus ovarian tumor domain protease; actives 0.55% (n = 370,000); CCHFV vOTU protease, Pep-AMC fluorescence; inhibition, % at 11.5 µM; in the data active = inhibition above about 30%; note: 0% = vehicle wells with enzyme and 100% = no enzyme wells
# The depositor's hits bear a star; ? = inconclusive; nt = no result given; & = joins results of further samples. Cut-off read from the data, not from the text of the source, unless noted: active = inhibition above about 30%; inconclusive = no clear call, values can overlap the other calls; inactive = below that. These rows are one share of the data. The share of hits here may be higher or lower than overall.
SMILES,3CLpro inhibitor,VHR inh abs,Anthrax LF inh2,BoNT-F LC inh,PrPC surface inh,SSB-PriA inh,Rv3671c inh,BoNT-A LC inh2,MazF activator,CCHF vOTU inh
C1=C(CCNCC2CC2)CCCC1,3,27,-1,-6,nt,2&2,4,-0.5,3,nt
COC(=O)C1=C(c2ccc(OCc3ccccc3)cc2)C[C@@H]2CC[C@H]1N2C(=O)NCc1ccc(N(C)C)cc1,nt,nt,-4,-8,5,-5,3,-0.4,-2,6
NC(=O)c1cc([N+](=O)[O-])ccc1NCc1cccc2ccccc12,nt,nt,-1,6,-9,-9,-12,0.5,13,4
N#CCc1nc2ccccc2c(=O)[nH]1,-2,21,-1,0,4,-3,8,0.6,-18,-4
COc1ccc(S(=O)(=O)NC(N)=NCCc2ccccc2OC)cc1,1,18,-2,-2,-1,3,14,0.0,0,5
c1ccc(OCCCc2nc(-c3ccncc3)no2)cc1,-4,11,4,-2,3,-16,0,0.7,-2,-8
O=C(O)/C=C\C(=O)Nc1ccc(N2CCN(c3ccc(Cl)c(Cl)c3)CC2)cc1,1,20,-5,-10,11,2,-12,-1.6,0,17
CN1CCN(c2ccc(Cl)cc2NC(=O)c2ccc(S(=O)(=O)N3CCCCCC3)cc2)CC1,2,1,-5,-27,2,-8,7,0.3,6,7
N#Cc1ccc(OCC(=O)N/N=C(\CCC(=O)O)c2cccs2)cc1,-2,28,1,-7,-7,nt,-2,-0.5,1,1
Cc1ccc(C)c(NC(=O)COC(=O)c2cccc3c2C(=O)c2ccccc2C3=O)c1,-1,8,0,0,0,13,1,0.6,4,6
C=CCc1ccc(OCCCNCc2ccccc2)c(OC)c1,-1,24,-10,?,-10,-11,-3,?,-16,31*
O=C(CSc1nnc(Cc2ccccc2)o1)NC1CC2CCC1C2 (configuration not stated),4,2,-1,-2,-1,-13,-3,-0.7,12,-4
Cc1cccc2sc(NS(=O)(=O)c3ccccc3)nc12,-6,-2,4,-5,0,-8,-15,0.6,-8,21
COc1ccc(NS(=O)(=O)c2ccc(C)c(C(=O)N(C)Cc3ccc(OC)cc3OC)c2)cc1,nt,nt,-3,5,15,7,-1,-2.6,2,1
OCCN1CCN(CCOc2ccccc2-c2ccccc2)CC1,1,5,1,10,4,-1,-1,1.0,1,-2
Cc1ccc(C(=O)N/C(=C/c2ccccc2)C(=O)NCC2CCCO2)cc1 (configuration not stated),1,7,-1,0,-2,-5,-9,-0.6,2,-2
O=C1NC[C@@H](CCCCN2CCN(CC3CCCCC3)C(=O)C2=O)N(CCC2CCCCC2)C1=O,nt,nt,4,-6,-1,nt,nt,0.2,nt,-6
CCc1nc2c(OCc3cccc(Cl)c3)cccn2c1N(C)C(=O)c1ccco1,nt,nt,-5,-8,10,nt,nt,-0.4,nt,-2
Cc1cc(OC(C)C(=O)NC2CCN(Cc3ccccc3)CC2)c2c(C)cc(=O)oc2c1 (configuration not stated),-2,-2,-2,1,nt,7,-6,1.6,15,nt
CCOC(=O)C1=NNC2(CC(=O)N(c3cc(C)cc(C)c3)C2=O)C1 (configuration not stated),4,10,-8,-11,-3,-6,-2,-1.4,9,-15

# Continued, overlapping the part above by 3 compounds.
SMILES,3CLpro inhibitor,VHR inh abs,Anthrax LF inh2,BoNT-F LC inh,PrPC surface inh,SSB-PriA inh,Rv3671c inh,BoNT-A LC inh2,MazF activator,CCHF vOTU inh
CCc1nc2c(OCc3cccc(Cl)c3)cccn2c1N(C)C(=O)c1ccco1,nt,nt,-5,-8,10,nt,nt,-0.4,nt,-2
Cc1cc(OC(C)C(=O)NC2CCN(Cc3ccccc3)CC2)c2c(C)cc(=O)oc2c1 (configuration not stated),-2,-2,-2,1,nt,7,-6,1.6,15,nt
CCOC(=O)C1=NNC2(CC(=O)N(c3cc(C)cc(C)c3)C2=O)C1 (configuration not stated),4,10,-8,-11,-3,-6,-2,-1.4,9,-15
O=C(Cn1nnc(-c2ccccc2NC(=O)c2ccco2)n1)NC1CCCCC1,1,9,-3,9,-3,-7,-2,0.8,-17,-11
Cc1ccc(/C=C/c2ccc(=O)n(Cc3ccc(Cl)cc3Cl)n2)cc1,6,-8,2,-6,4,-11,-7,-0.4,5,-1
C=CCNC(=O)c1ccccc1NC(=O)C1COc2ccccc2O1 (configuration not stated),5,20,1,9,9,-13,-10,0.3,0,-2
O=C(NCc1ccccc1)c1cc(C2CCCN(C(=O)C3CC3)C2)on1 (configuration not stated),nt,nt,-6,-4,-5,nt,nt,-0.5,nt,4
CCCn1c(Cc2ccccc2)nnc1SCC(=O)N1CCOCC1,-2,27,0,-15,4,5,-5,0.2,4,-3
COc1ccc(NC(=O)CSc2nn3c(=O)c(C)nnc3s2)cc1,1,1,-2,-3,-4,-6,-3,1.4,5,-3
CCCC12CN3CC(C)(CN(C1)C31CCCCC1)C2=O,2,12,0,-2,-1,-12,2,-0.3,5,6
C[C@@H](NC(=O)Cn1cnc2c(NCc3ccccc3)ncnc21)c1cccc2ccccc12,nt,nt,-4,2,-3,-7,nt,0.5,-13,3
Cc1ccc(S(=O)(=O)NCC(c2ccccc2)N2CCN(c3ccc(F)cc3)CC2)cc1 (configuration not stated),-4,-17,-4,-1,-7,-7,nt,0.4,-6,9
O=C(Nc1ccccc1)c1cccc(Cn2cc(C(F)(F)F)ccc2=O)c1,-6,20,-8,2,1,-4,-3,-0.4,3,-10

# Taken from the entries so far, 13 compounds:
SMILES,3CLpro inhibitor,VHR inh abs,Anthrax LF inh2,BoNT-F LC inh,PrPC surface inh,SSB-PriA inh,Rv3671c inh,BoNT-A LC inh2,MazF activator,CCHF vOTU inh
C1=C(CCNCC2CC2)CCCC1,3,27,-1,-6,nt,2&2,4,-0.5,3,nt
COC(=O)C1=C(c2ccc(OCc3ccccc3)cc2)C[C@@H]2CC[C@H]1N2C(=O)NCc1ccc(N(C)C)cc1,nt,nt,-4,-8,5,-5,3,-0.4,-2,6
NC(=O)c1cc([N+](=O)[O-])ccc1NCc1cccc2ccccc12,nt,nt,-1,6,-9,-9,-12,0.5,13,4
N#CCc1nc2ccccc2c(=O)[nH]1,-2,21,-1,0,4,-3,8,0.6,-18,-4
COc1ccc(S(=O)(=O)NC(N)=NCCc2ccccc2OC)cc1,1,18,-2,-2,-1,3,14,0.0,0,5
c1ccc(OCCCc2nc(-c3ccncc3)no2)cc1,-4,11,4,-2,3,-16,0,0.7,-2,-8
O=C(O)/C=C\C(=O)Nc1ccc(N2CCN(c3ccc(Cl)c(Cl)c3)CC2)cc1,1,20,-5,-10,11,2,-12,-1.6,0,17
CN1CCN(c2ccc(Cl)cc2NC(=O)c2ccc(S(=O)(=O)N3CCCCCC3)cc2)CC1,2,1,-5,-27,2,-8,7,0.3,6,7
N#Cc1ccc(OCC(=O)N/N=C(\CCC(=O)O)c2cccs2)cc1,-2,28,1,-7,-7,nt,-2,-0.5,1,1
Cc1ccc(C)c(NC(=O)COC(=O)c2cccc3c2C(=O)c2ccccc2C3=O)c1,-1,8,0,0,0,13,1,0.6,4,6
C=CCc1ccc(OCCCNCc2ccccc2)c(OC)c1,-1,24,-10,?,-10,-11,-3,?,-16,31*
O=C(CSc1nnc(Cc2ccccc2)o1)NC1CC2CCC1C2 (configuration not stated),4,2,-1,-2,-1,-13,-3,-0.7,12,-4
Cc1cccc2sc(NS(=O)(=O)c3ccccc3)nc12,-6,-2,4,-5,0,-8,-15,0.6,-8,21

# Next section.
SMILES,3CLpro inhibitor,VHR inh abs,Anthrax LF inh2,BoNT-F LC inh,PrPC surface inh,SSB-PriA inh,Rv3671c inh,BoNT-A LC inh2,MazF activator,CCHF vOTU inh
O=C(Oc1ccccc1)c1cccc(N2C(=O)CCC2=O)c1,2,18,2,5,1,2,-10,-0.3,-1,-7
O=C(CC1C(=O)NCCN1CC1CCCCC1)NCc1ccccc1Cl (configuration not stated),3,44,0,-4,7,14,-7,0.2,1,-11
CN(C)C(=O)c1ccc(-c2cc(C(F)(F)F)nn2C)s1,-1,19,nt,nt,-4,-16,-4,nt,9,-10
O=S(=O)(c1ccc2ccccc2c1)N1CCc2ccccc21,-2,13,5,?,-1,-13,nt,1.3,5,-9
COc1ccc2c(c1)OC[C@H]1[C@H]2N2C(=O)c3cc(F)ccc3NC(=O)[C@@]2(C)[C@H]1c1ccccc1,nt,nt,-6,3,-5,9,-17,0.1,2,-4
O=S(=O)(c1ccc(F)c(F)c1)N1CCN(c2ccccn2)CC1,5,1,-8,15,-8,-6,4,1.6,1,-6
CC(C)c1ccc(OCC(=O)NC(C)c2ccccc2)cc1 (configuration not stated),6,-18,9,13,9,-11,3,1.9,-8,10
COCC(C)n1c(SCC(=O)N2CCc3ccccc3C2)nc2ccccc2c1=O (configuration not stated),2,18,-1,-6,-3,3,-4,-0.9,-1,11
Cc1ccc(NC(=O)CSc2nncn2N)cc1C,-3,-6,5,?,9,-6,-2,-1.4,-1,19
O=C(N/N=C/c1ccncc1)c1ccccc1,8,18,-6,-1,1,nt,4,0.1,1,2
Cc1ccccc1NC(=S)N(CCN1CCOCC1)Cc1ccccc1F,8,19,3,-2,2,3,1,-2.2,1,10
NC(=NCCc1ccccc1)NS(=O)(=O)c1ccc2ccccc2c1,0,3,-1,-1,-3,1,-3,-0.1,-6,-5
CCOC(=O)N1CCC(NCCNC(=O)c2ccc(Cl)cc2)CC1,-2,-16,1,-5,-8,-5,-1,0.6,1,-11
Clc1cccc(C2Nc3cccc4cccc(c34)N2)c1,3,-23,nt,nt,-2,7,1,nt,15,-1
CCOC(=O)C(Cc1nc(OCc2ccccc2)cc(OCc2ccccc2)n1)=NO,nt,nt,-5,-7,3,-18,nt,0.0,-2,-7
CCOC(=O)CCc1nc2ccccc2[nH]1,-2,15,-4,-3,-6,0,-1,-0.1,-3,-10
CCCCCc1ccc(C(=O)CCCC)c(=S)[nH]1,-1,16,0,-6,3,2,-2,-0.3,3,-2
C#Cc1ccc(CN2CCC(Oc3cc(C(=O)NC4CC4)ccc3OC)CC2)cc1,-2,2,-4,-4,-9,8,nt,-2.5,2,4
COc1ccc(Cn2cc(CN3CCOCC3)nn2)cc1,nt,nt,-5,-7,-6,nt,nt,0.3,nt,-7
CC(C)[C@H](NC(=O)[C@@H]1Cc2ccccc2CN1)C(=O)Nc1ccc2c(c1)OCO2,-4,12,-3,-27,15,11,5,0.6,1,7
COc1cc(/C=N/n2nnnc2N)ccc1OCC(N)=O,2,35,-21,?,nt,nt,3,-0.5,-3,nt
O=C(NCc1ccco1)C1CCN(S(=O)(=O)N2CCC3(CC2)OCCO3)CC1,-6,-12,7,-1,-1,5,-6,0.1,1,-5
CCCc1nnc(NC(=O)CCC(=O)N2CCN(Cc3ccc(C)cc3C)CC2)s1,7,-2,-1,-7,-1,-14,5,0.5,9,17
O=C(/C=C/c1cccs1)Nc1cccc(NC(=O)/C=C/c2cccs2)n1,3,10,-3,-9,6,-1,-265,-0.1,0,5
Cc1cc(C(=O)CN2C(=O)NC(C)(CC(C)C)C2=O)c(C)n1-c1ccc2c(c1)OCO2 (configuration not stated),-1,21,-3,-3,4,7,-16,-0.3,2,15
Cc1cc(C)n(-c2ccc(Cl)c(C(=O)NCc3ccccc3)n2)n1,-1,32,-11,-5,0,-2,-4,-1.1,4,-8
Cc1cc(C)nc(NS(=O)(=O)c2ccc(NS(=O)(=O)c3ccccc3)cc2)n1,-4,19,-5,0,-2,-7,7,-0.6,5,-2
Cc1cc(C(N)=O)c2cc(Br)ccc2n1,1,-1,0,-3,-11,-11,16,-2.2,17,-6

# Assay outcomes: PubChem BioAssay, several laboratories
